Compound activity (PubChem)
NR2F2 inh: blocks human COUP-TFII nuclear receptor; hit rate 0.7% among 370,000; inhibition, % at 8.6 µM; HEK293T NGFI-A luciferase reporter, luminescence;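 active means inhibition above a per-plate cutoff, mean inhibition of test wells between control levels plus 3 SD, cut at about 38% in these data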;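 further: cells cotransfected with COUP-TFII expression vector driving the NGFI-A reporter; 0% = median of COUP-TF2 test wells and 100% = reporter-only cells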
SRC2 inh: inhibits human steroid receptor coactivator 2. Q15596. HEK293 GAL4-SRC2 luciferase reporter, luminescence. inhibition, % at 9 µM. hit rate 0.17% among 370,000;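 active means inhibition above the mean inhibition of all tested compounds plus 3 SD, set per campaign, cut at about 52% in these data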;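 further: 0% = DMSO treated cells and 100% = cells given Gossypol at 36 µM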
LRH-1 inv ag: NR5A2 inverse agonism in reporter assay; O00482; HEK293T StAR-luciferase reporter, LRH-1 transfected, 24 h; inhibition, % at 3.6 µM; hit rate 0.13% among 360,000;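 active means inhibition above the mean inhibition of all tested compounds plus 3 SD, cut at about 73% in these data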;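 further: 0% = DMSO wells and 100% = reporter-only cells lacking LRH-1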
C8 TRAIL sens: caspase-8 TRAIL sensitization; NB7+C8 cells + TRAIL, ATPlite viability luminescence; inhibition (viability loss, TRAIL sensitization), % at 10 µM; hit rate 1% among 360,000; AID 624354;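 active means compounds causing at least 50% loss of cell viability in the single-dose screen, relative to plate controls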
KKLEB cytotox: counter-screen for CF NF-kB inhibitors: cytotoxicity | KKLEB CF airway cells viability, ATPlite luminescence, overnight; hits give low values; cells stimulated with P. aeruginosa culture filtrate | activity change (cytotoxicity), % at 5 µM | hit rate 0.36% among 360,000 | AID 602141;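 active means corrected activity change at or below -50% at 5 µM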
CF NFkB block: blocks PAF-induced NF-kB reporter in cystic fibrosis cells. inhibition, % at 5 µM. KKLEB NF-kB-GFP reporter, GFP fluorescence overnight. hit rate 0.86% among 360,000. AID 588850;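 active means at least 50% inhibition at 5 µM, scaled per plate between neutral and stimulator controls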;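 further: PAF is a Pseudomonas aeruginosa culture filtrate used as stimulus; plate controls were PAF-stimulated DMSO wells for no effect and unstimulated DMSO wells for full effect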
NCOA3 inh: inhibitors of human steroid receptor coactivator 3 (SRC3). hit rate 0.17% among 360,000. inhibition, % at 3.6 µM. Q9Y6Q9. HEK293 GAL4-SRC3 luciferase reporter, luminescence. AID 588352;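 active means inhibition above a per-campaign cutoff, the mean of all compounds plus 3 SD, cut at about 60% in these data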;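 further: 0% = DMSO-treated cells and 100% = gossypol-treated cells at 36 µM; higher means less SRC3-driven luciferase light from the GAL4 reporter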
TWEAK-Fn14 inh: inhibitors of TWEAK-Fn14 interaction signaling; TWEAK-stimulated Fn14 reporter cells, luciferase luminescence, 8 h; inhibition, % at 10 µM; hit rate 2% among 360,000; AID 1159606; in the data active means inhibition above about 50%
TROY signal inh: TROY signaling inhibition. Q293 LMP1-TROYcd NF-kB luciferase reporter, 4 h. inhibition, % at 10 µM. hit rate 0.98% among 360,000. AID 1347056;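 active means compounds whose plate-normalised and pattern-corrected inhibition of the luciferase reporter signal at the single screening dose is 50% or more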
LMP1 NFkB inh: Epstein-Barr LMP1 NF-kappaB reporter inhibition; LMP1-induced NF-kappaB luciferase reporter cells, luminescence; inhibition, % at 12.5 µM; hit rate 0.69% among 350,000; AID 504558; in the data active means inhibition above about 41%;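 further: 0% = neutral control wells and 100% = reference inhibitor control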
NCOA1 inh: human NCOA1 inhibition; AID 588354; HEK293 GAL4-SRC1 luciferase reporter, luminescence; hit rate 0.12% among 360,000; Q15788; inhibition, % at 3.6 µM;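 active means inhibition above the campaign mean plus 3 SD, with each screening campaign given its own cutoff, cut at about 60% in these data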;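 further: 0% = DMSO treated cells and 100% = gossypol at 36 µM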
The depositor's hits bear a star; nt = no result given. Rows were taken by chance. About 4.2% of those tested had a hit in this group.

SMILES | NR2F2 inh | SRC2 inh | LRH-1 inv ag | C8 TRAIL sens | KKLEB cytotox | CF NFkB block | NCOA3 inh | TWEAK-Fn14 inh | TROY signal inh | LMP1 NFkB inh | NCOA1 inh
O=C(NN=C1CCCCCCC1)c1ccc2ccccc2n1 | -13 | -34 | 13 | 2 | -3 | 0 | 6 | -15 | -14 | -11 | -14
Oc1ccccc1C=NNc1nc2ccccc2s1 | -46 | -58 | -63 | 25 | -4 | 8 | -117 | 57* | 0 | -8 | -107
CC1CN(S(=O)(=O)c2cccc(C(=O)OCC(=O)NCc3ccccc3)c2)CC(C)O1 (stereo not drawn) | 12 | 8 | 14 | 10 | -12 | 10 | 0 | -8 | -2 | -8 | -8
CCCCNC(=O)N(O)C1N(/N=C/c2ccccc2F)C(=S)SC1(C)C (stereo not drawn) | 8 | -10 | -14 | -4 | -6 | 17 | -9 | 7 | -36 | 7 | 10
COc1cc(Cl)c(C)cc1NCC(=O)Nc1cccc(S(=O)(=O)N2CCCC2)c1 | -10 | -1 | -12 | -2 | -19 | -12 | 5 | 4 | 1 | 22 | -28
NC(=O)c1ccsc1NC(=O)CSc1nnc(C2CC2)n1Cc1ccccc1 | -2 | -6 | -2 | -7 | 3 | 2 | 3 | -4 | -13 | 7 | 11
O=C(CNS(=O)(=O)c1ccc(Br)s1)NCCc1ccc(Cl)cc1 | -8 | -6 | 9 | -25 | 7 | -7 | -7 | -6 | 2 | 4 | -12
CCCS(=O)(=O)c1c(S(=O)(=O)CCC)c2ccc(C(N)=O)cn2c1C(=O)c1ccccc1 | 14 | 17 | -22 | -10 | -1 | 6 | 14 | -19 | -4 | 2 | -4
NNC(=O)c1sc2cc(C(F)(F)F)cnc2c1-c1ccccn1 | -13 | -22 | -10 | 2 | -4 | 14 | 0 | -7 | -1 | -3 | -14
O=C(Cn1cc(COc2ccc3ccccc3c2)nn1)NS(=O)(=O)c1cccc(OC(F)F)c1 | 7 | -7 | 26 | 2 | 0 | -23 | -6 | -35 | 2 | nt | 2
CCn1c(SCc2cccnc2)nc2c1c(=O)n(C)c(=O)n2C | -13 | 13 | 1 | -12 | -18 | 15 | 17 | 10 | -9 | -30 | 10
COc1ccc2cc(C3C(C#N)=C(N)OC(C)=C3C(C)=O)c(Cl)nc2c1 (stereo not drawn) | -13 | -5 | -12 | -1 | 1 | -6 | 8 | -4 | 4 | -9 | -1
Cc1cc(OC(=O)c2cc([N+](=O)[O-])ccc2Cl)c([N+](=O)[O-])c(=O)[nH]1 | 19 | -11 | 4 | 1 | 6 | -12 | -9 | -3 | 17 | -6 | -17
CC12CCC(=O)N1C(C(=O)Nc1nnc(SCc3ccc(F)cc3)s1)CS2 (stereo not drawn) | -4 | -3 | 28 | 2 | -4 | 12 | -11 | 6 | 6 | -7 | -14
O=C(COC(=O)c1ccc[nH]c1=O)NC1CCCCCCC1 | 16 | 8 | -6 | -2 | -18 | 3 | 4 | 20 | -12 | 8 | -6
CCOC(=O)c1sc(SCC(=O)Nc2ccc(N(C)C)cc2)nc1N | -6 | 0 | 10 | 20 | -1 | 6 | 2 | 0 | -10 | 7 | -9
O=C(NCCc1c[nH]c2ccccc12)c1ccc2[nH]c(=O)c(=O)[nH]c2c1 | 10 | 6 | 14 | -3 | -9 | 3 | 5 | 14 | -10 | 2 | 0
CCc1ccc(/C(C)=N/NC(=O)C(O)c2ccccc2)s1 (stereo not drawn) | -8 | -16 | 1 | -2 | 11 | -9 | 1 | 2 | -2 | 9 | -33
COC(=O)N/N=C\c1cc(Br)ccc1OCc1ccccc1 | -3 | -20 | 4 | -3 | 10 | -4 | -13 | -11 | -10 | -2 | -6
COc1ccc(/C(N)=N/OC(=O)c2cccc([N+](=O)[O-])c2C)cc1OC | nt | nt | 8 | 12 | 4 | -12 | -9 | -42 | -29 | -9 | -29
COc1ccc(-n2c(=S)[nH]c3cc(C(=O)NCCCN4CCOCC4)ccc3c2=O)c(OC)c1 | 8 | 5 | -4 | 0 | 0 | 4 | -8 | -8 | -4 | -8 | -9
COc1ccc(S(=O)(=O)Cc2ccc(C(=O)NCCCN(C)c3ccccc3)o2)cc1 | 21 | 4 | 3 | 4 | -13 | -31 | 10 | 6 | 8 | 4 | 21
CN(C)c1nc(NCc2ccccc2)nc(N/N=C/c2ccc(Cl)cc2Cl)n1 | -7 | -5 | -5 | 8 | -22 | 0 | 9 | -11 | 4 | 20 | -19
Cc1c(C(=O)O)oc2ccc3c(c12)C(O)CC(C)(C)O3 (stereo not drawn) | -9 | -7 | -12 | -2 | 1 | 0 | 10 | 15 | 5 | -17 | 1

Structural class: those above containing a nitro group on carbon.
SMILES | NR2F2 inh | SRC2 inh | LRH-1 inv ag | C8 TRAIL sens | KKLEB cytotox | CF NFkB block | NCOA3 inh | TWEAK-Fn14 inh | TROY signal inh | LMP1 NFkB inh | NCOA1 inh
Cc1cc(OC(=O)c2cc([N+](=O)[O-])ccc2Cl)c([N+](=O)[O-])c(=O)[nH]1 | 19 | -11 | 4 | 1 | 6 | -12 | -9 | -3 | 17 | -6 | -17
COc1ccc(/C(N)=N/OC(=O)c2cccc([N+](=O)[O-])c2C)cc1OC | nt | nt | 8 | 12 | 4 | -12 | -9 | -42 | -29 | -9 | -29

The results go on:
SMILES | NR2F2 inh | SRC2 inh | LRH-1 inv ag | C8 TRAIL sens | KKLEB cytotox | CF NFkB block | NCOA3 inh | TWEAK-Fn14 inh | TROY signal inh | LMP1 NFkB inh | NCOA1 inh
CC(=O)c1ccc(N2CCN(C(=S)Nc3ccccc3C(F)(F)F)CC2)cc1 | -1 | 5 | -10 | 12 | 0 | -13 | 8 | 24 | 2 | 6 | -13
Cc1ccc(CN2CC34C=CC(O3)C(C(=O)NCc3ccco3)C4C2=O)cc1 (stereo not drawn) | 3 | -7 | -4 | 0 | 5 | 4 | 1 | -6 | -8 | 1 | 1
O=C(COC(=O)C1CC2C=CC1C2)Nc1ccccc1[N+](=O)[O-] (stereo not drawn) | -17 | -35 | -13 | -12 | 4 | 8 | -4 | -17 | -15 | -8 | -27
COc1ccc(CCC(=O)Nc2nc3ccccc3[nH]2)cc1 | -19 | -15 | -94 | -11 | 1 | -3 | -66 | -38 | -40 | -27 | -59
CCOC(=O)c1ccc(-n2[nH]c(-c3ccccc3)cc2=O)cc1 | 15 | 25 | -9 | -14 | -48 | 64* | -5 | 10 | 16 | 3 | 1
CCC/C=C/c1ccc(CN2C(C(C)C)C(=O)N(Cc3cn(CC4CCCCC4)nn3)CCS2(=O)=O)cc1 (stereo not drawn) | 29 | 17 | 24 | 13 | 6 | 28 | 19 | 19 | 25 | -30 | 21
Cc1cccnc1NC(=O)C1CCN(S(=O)(=O)c2ccc3c(c2)CCC(=O)N3)CC1 | 17 | -11 | -5 | 7 | -4 | 11 | 2 | 2 | 0 | -1 | -3
O=C(Nn1cc(C(=O)Nc2ccccc2F)c2ccccc2c1=O)c1cnccn1 | 26 | 15 | 7 | 14 | -9 | 2 | 2 | -3 | -11 | 13 | -3
CCOc1cc(NC(=S)NCCCN2CCOCC2)c(OCC)cc1NC(=O)c1cccs1 | 5 | 4 | 11 | 4 | 0 | -13 | 14 | 9 | 7 | 2 | -25
Cc1c(O)ccc2c(-c3ccccc3)cc(=O)oc12 | 6 | 8 | 12 | 10 | 20 | 75* | 14 | 44 | 45 | 2 | 10
CCCCCCn1c(C(C)NC(=O)c2ccco2)nc2ccccc21 (stereo not drawn) | 15 | -3 | 2 | 3 | 7 | -1 | 20 | 1 | 8 | -4 | -3
CC(C)(C)Nc1nc(SCc2ccccc2)nc(N2CCOCC2)n1 | 3 | -11 | -5 | -23 | -13 | 21 | 8 | -10 | 27 | -16 | 6
Cc1cc(NC(=O)c2cccc(S(=O)(=O)N3CCCCCC3)c2)no1 | 3 | 9 | 13 | 11 | 8 | -8 | -2 | 15 | -8 | -5 | 2
CC(C)N=C(NS(=O)(=O)NC(=O)c1ccccc1)c1ccccc1 | -3 | 0 | 13 | 8 | -15 | 3 | 3 | -2 | -7 | -4 | -21
COC(=O)c1cc(S(=O)(=O)N2CCC(C)CC2)ccc1F | -1 | 8 | -7 | 9 | 4 | 4 | 5 | -1 | 5 | 9 | 1
COc1cc(CCC(=O)Nc2ccc(Cl)c(C(F)(F)F)c2)cc(OC)c1OC | 3 | 18 | -18 | -4 | -5 | -2 | -7 | 29 | -3 | 6 | -11
CSCCC(NS(=O)(=O)c1ccccc1F)C(=O)NCCCn1nc(C)cc1C (stereo not drawn) | 1 | -10 | -11 | 0 | -1 | -4 | 12 | 4 | -20 | -6 | -15
Cc1cc(=O)oc(C)c1C(=O)NCC1CCCO1 (stereo not drawn) | 6 | -13 | 18 | -10 | -4 | -8 | -3 | 3 | 10 | 2 | -7
O=C(Cn1nnc(-c2ccc(NC(=O)c3ccccc3F)cc2)n1)NCc1ccc(F)cc1 | -25 | -46 | 6 | 2 | -9 | 18 | -12 | -18 | -18 | -7 | -35
CCN(C(=O)CSc1n[nH]c(-c2cc(Cl)ccc2OC)n1)C1CCS(=O)(=O)C1 (stereo not drawn) | -1 | 7 | 18 | 5 | -6 | 14 | 7 | -6 | 18 | -2 | -3
COc1ccc(CCNC2=NCCS2)cc1OC | 0 | -15 | 2 | 4 | 4 | -1 | 13 | -11 | -33 | -1 | -26
Cc1ccc(Oc2coc3cc(OC(=O)c4cccs4)ccc3c2=O)cc1 | -25 | -26 | -41 | 6 | -2 | -14 | -31 | -1 | -65 | -7 | -28
COc1ccc(CNC(=S)NC(C)CCc2ccccc2)cc1 (stereo not drawn) | 6 | -1 | -7 | -11 | -6 | 14 | 16 | 8 | 7 | -6 | -2
O=C(CSc1nnc(-c2ccc(Cl)cc2)o1)NNC(=O)c1ccncc1 | 14 | -45 | 1 | -13 | -10 | -1 | 13 | 10 | -14 | -7 | -9
Cc1nc2ccc(NC(=O)C3(C)CCCN(C(C)C)C3)cc2o1 (stereo not drawn) | -6 | 4 | -18 | -17 | 2 | 8 | -12 | 20 | -15 | nt | 2
CCc1cc(CNC(=O)CCc2nnc(CCCc3ccccc3)o2)on1 | -44 | -67 | -93 | 8 | -1 | -8 | -43 | -1 | -43 | -41 | -112
CC1CN(S(=O)(=O)c2cccc(C(=O)N=c3sccn3C)c2)CC(C)O1 (stereo not drawn) | 2 | -5 | 2 | 3 | 5 | -3 | 0 | -7 | -2 | 9 | 7
CCn1c(=O)n(CC)c2cc(S(=O)(=O)N3CCOCC3)ccc21 | 0 | 4 | -19 | 9 | -4 | -2 | 14 | -16 | -18 | -4 | 12
CC(=O)Nc1ccc(/C=N/NS(=O)(=O)c2cc(C)ccc2C)cc1 | -11 | -11 | 10 | -6 | -8 | 23 | 16 | 12 | 0 | 0 | -2
Cc1cc(C)nc(N=Nc2c(O)n(Cc3ccc(Cl)cc3)c3ccccc23)n1 | 3 | -12 | -2 | -6 | -3 | 8 | -30 | -1 | -26 | -2 | -1
CC1=NN(c2nc(C)cc(C)n2)C(=O)C1CCC(C)C (stereo not drawn) | 5 | -7 | 19 | -5 | -6 | -12 | -6 | 12 | 5 | 2 | 9
